Source: PubChem
Statin myotox sup = suppressors of statin myotoxicity in C2C12 myotubes, primary screen, cell-based, single point, plate reader | rescue of ATP level, % at 7.49 µM | actives 0.78% (n = 330,000) | C2C12 myotubes + simvastatin, ATP luminescence, 48 h; scaled: DMSO 0, geranylgeraniol control 100;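 active = mean ATP rescue above about 67%, or every replicate alone reaching that limit, limit read from the data, passing the limit was not always enough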;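 note: myotubes were challenged with 10 µM simvastatin during compound exposure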
LGR2 antag = inhibitors of bursicon-induced LGR2 CRE-luciferase signal, primary screen, cell-based, HEK293, CRE-luciferase reporter, bursicon stimulation | Drosophila bursicon receptor LGR2 (rickets) | bursicon-stimulated, 4 h | inhibition, % at 9.99 µM | actives 0.35% (n = 380,000);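 active = drop in luminescence signal, shown as inhibition above about 50% in the replicate tests, limit read from the data, passing the limit was not always enough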;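 note: agonist challenge used bursicon conditioned medium at about half maximal strength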
ERAP1 HTS inh = human ERAP1 aminopeptidase inhibitors, primary screen, biochemical, single point, plate reader; actives 0.15% (n = 340,000); inhibition, % at 10.7 µM; recombinant ERAP1, Leu-AMC fluorescence, 60 min; AID 652197, 2013; Endoplasmic reticulum aminopeptidase 1 (Homo sapiens), Q9NZ08;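 active = mean replicate inhibition of at least 30%, or all replicates individually reaching that 30% level; inactive = mean below 30% and not every replicate reaching it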;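 note: 0% = neutral control wells and 100% = L-leucinethiol positive control wells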
Target sequence (Q9NZ08 whole entry, looked up): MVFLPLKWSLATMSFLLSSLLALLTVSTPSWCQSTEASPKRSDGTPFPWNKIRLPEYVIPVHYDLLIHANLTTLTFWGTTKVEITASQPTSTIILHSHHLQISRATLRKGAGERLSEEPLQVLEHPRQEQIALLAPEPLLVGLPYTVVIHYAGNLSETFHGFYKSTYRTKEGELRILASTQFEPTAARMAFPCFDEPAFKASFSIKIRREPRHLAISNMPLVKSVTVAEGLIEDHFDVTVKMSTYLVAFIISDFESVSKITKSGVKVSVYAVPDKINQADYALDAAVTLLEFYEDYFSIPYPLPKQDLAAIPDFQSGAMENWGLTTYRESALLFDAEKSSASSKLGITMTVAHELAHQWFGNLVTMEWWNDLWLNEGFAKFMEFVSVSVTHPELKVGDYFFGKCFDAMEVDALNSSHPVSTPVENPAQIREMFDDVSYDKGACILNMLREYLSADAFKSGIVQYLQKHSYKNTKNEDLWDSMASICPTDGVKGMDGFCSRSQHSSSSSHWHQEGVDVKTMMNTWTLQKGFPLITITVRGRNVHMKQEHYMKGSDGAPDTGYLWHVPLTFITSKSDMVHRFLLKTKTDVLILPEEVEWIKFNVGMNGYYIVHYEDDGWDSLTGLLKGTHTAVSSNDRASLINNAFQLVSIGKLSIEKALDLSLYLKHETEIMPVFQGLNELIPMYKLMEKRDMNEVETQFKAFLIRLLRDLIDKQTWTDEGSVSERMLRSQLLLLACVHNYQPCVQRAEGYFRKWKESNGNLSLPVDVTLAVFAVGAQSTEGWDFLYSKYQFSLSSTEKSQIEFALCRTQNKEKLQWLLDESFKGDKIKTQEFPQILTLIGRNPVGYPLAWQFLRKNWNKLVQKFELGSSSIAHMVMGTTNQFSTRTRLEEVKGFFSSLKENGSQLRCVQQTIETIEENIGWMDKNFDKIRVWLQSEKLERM
Xi reactivation = activators of inactive X chromosome reactivation, primary screen, imaging, XiGFP fibroblasts, GFP high-content imaging, set 2 | activation, % at 7.58 µM | XiGFP mouse fibroblasts, % GFP-positive cells imaging, 3 d; cells co-treated with 5-aza-dC sensitizer; scaled so ellipticine positive control = 100% | AID 743238, 2013 | actives 0.055% (n = 360,000);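 active = mean normalized replicate activation at least 10% and every replicate at or above 10%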;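 note: 0% = median of on-plate neutral control wells and 100% = ellipticine 6 µM median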
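System: 68-5-11 XiGFP fibroblast line | Buffer or medium: DMEM containing 5-aza-dC | Compound: Single point | Times: Compounds 3 days, fix/stain 15 min at room temperature | Benchmarks: Positive control ellipticine, 6 µM final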
Cneo AK release = Cryptococcus neoformans cell lysis inducers, primary screen, AK release luminescence, single concentration; C. neoformans lysis, adenylate kinase release luminescence, 4 h; normalised: neutral wells 0, clomiphene wells 100; lysis activity, % at 15 µM; actives 0.2% (n = 360,000); AID 651654, 2012;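 active = mean lysis activity across replicates of at least 80%, whatever share of replicates individually reach that level; inactive = mean lysis activity below 80%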
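Material – Cryptococcus neoformans yeast cells · Quantity – 5 × 10^6 yeast cells/mL · Buffer or medium – YPD medium · Compound – single dose · Timing – 4 h static compound exposure, 37 °C, read 1 h post-reagent · Signal – adenylate kinase release luminescence · Read-out basis – lysis from increased AK signal · Benchmarks – Clomiphene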
SIRT5 block = SIRT5 desuccinylase inhibitors, primary screen, biochemical, fluorescence imaging, single point, set 5 | Purified SirT5, succinyl-peptide AMC, trypsin-coupled fluorescence | actives 1.1% (n = 330,000) | inhibition, % at 15 µM; in the data active = inhibition above about 15%
S100A4 MyoIIA = inhibitors of S100A4-myosin IIA peptide binding, primary screen, biochemical, fluorescence polarization, TAMRA-MyoIIA peptide. inhibition, % at 10.7 µM. Protein S100-A4 (Homo sapiens), P26447. actives 0.14% (n = 360,000);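 active = mean inhibition of at least 70% across replicates, with every replicate also reaching that level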
Target sequence (P26447 whole entry, looked up): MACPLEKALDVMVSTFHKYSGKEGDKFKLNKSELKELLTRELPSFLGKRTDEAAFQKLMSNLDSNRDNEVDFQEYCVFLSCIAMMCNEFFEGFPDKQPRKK
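Material: S100A4 monomer protein | Medium: HEPES pH 7.2 with CaCl2, KCl, NaCl, DTT, Triton | Reagent: Labelled myosin peptide probe, 5 nM | Doses: One dose per compound | Times: 5 min incubation before reading | Benchmarks: Neutral control DMSO, positive control TFP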
PGC1a acetyl inh = inhibitors of PGC1a acetylation signal, primary screen, cell-based, U2OS, AlphaScreen, inhibitor mode. inhibition, % at 15.6 µM. AID 651687, 2012. actives 0.17% (n = 350,000). AlphaScreen anti-acetyl-lysine; with virally co-expressed GCN5 acetyltransferase;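 active = every replicate shows inhibition of at least 40%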;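 note: 0% = neutral control wells and 100% = positive control wells; some results beyond the cut were filed as inactive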
An asterisk follows results filed as active; · = no result given. Not all compounds are listed. The share of hits here may be higher or lower than overall.

SMILES	Statin myotox sup	LGR2 antag	ERAP1 HTS inh	Xi reactivation	Cneo AK release	SIRT5 block	S100A4 MyoIIA	PGC1a acetyl inh
COc1ccc(CCNC(=O)c2cc(-c3ccccn3)nc3c(Cl)cccc23)cc1OC	·	25	-1	0.1	·	-2	-1	2
Cc1cc(C)c2nc(N(CCCN(C)C)C(=O)c3ccc4c(c3)CCCC4)sc2c1	·	11	0	0.0	·	-7	-7	·
CC(=O)Nc1ccc(SCC(=O)NC(=O)c2ccc(S(=O)(=O)N(C)C)cc2)cc1	0	2	1	-0.1	-1	1	0	1
O=C(Nc1ccncc1)c1cc(S(=O)(=O)N2CCOCC2)ccc1Cl	4	5	-4	0.0	0	2	-1	-9
Cc1ccc(C)c(S(=O)(=O)N2CCN(C(=O)Cc3ccc(S(=O)(=O)N4CCOCC4)s3)CC2)c1	-7	-7	4	0.0	·	2	-3	2
C[C@@H]1CN([C@H](C)CO)C(=O)c2cc(NC(=O)Cc3cn(C)c4ccccc34)ccc2O[C@@H]1CN(C)S(=O)(=O)c1cn(C)cn1	-30	9	4	0.8	-4	-3	-3	3
O=C(C[C@H]1C=C[C@H](NC(=O)c2ccc3c(c2)OCO3)[C@@H](CO)O1)NCc1ccc(F)cc1	3	-6	3	0.5	2	-1	-9	-3
COc1ccc(-c2nc(CS(=O)(=O)CC(=O)Nc3ccc(Cl)cc3)c(C)o2)cc1	11	-37	4	0.9	1	2	4	-7
Cc1nn(CC(=O)N2CCCc3ccccc32)c(C)c1[N+](=O)[O-]	·	25	-6	0.9	·	-5	7	·
CCCC#Cc1cnc2c(c1)C(=O)N([C@H](C)CO)C[C@H](C)[C@@H](CN(C)S(C)(=O)=O)O2	-3	-5	4	0.1	4	0	-3	-13
CC(C)CC(=O)c1c[nH]c(C(=O)NCc2ccccc2)c1	-1	7	-6	0.0	-1	-4	-1	·
Cc1ccc(Nc2cc(C(=O)NCCCN3CCOCC3)c3ccccc3n2)c(C)c1	-15	13	·	0.0	7	·	·	-4
O=C(CCC(=O)Nc1nnc(C2CCCCC2)s1)NCc1ccccc1	·	-4	-2	0.6	·	-2	33	·
O=C(COC(=O)CNC(=O)c1ccccc1)Nc1cccc(Br)c1	-2	-9	·	0.5	1	·	·	0
CCOC(=O)CCCCC(=O)c1[nH]c(=O)[nH]c1CSc1nc(C)cc(=O)[nH]1	0	-16	-1	·	-1	2	-4	0
CC(=O)Nc1ccc(NC(=O)C(C)Sc2nc3nc(C)cc(C)n3n2)cc1 (configuration not stated)	-3	-14	-1	-0.1	-1	-1	-1	·
CCCS(=O)(=O)NC(=O)C1(C)CCN(C(=O)CSc2ccccc2)C1 (configuration not stated)	1	-19	2	0.0	5	·	-1	-4
O=C(NCC(c1ccco1)N1CCN(c2ccccc2F)CC1)c1cccs1 (configuration not stated)	27	29	-2	0.0	-1	-2	-3	·
O=C(N/N=C/c1cccnc1)c1cc(-c2ccc(Cl)cc2)nc2ccccc12	-13	-13	·	0.0	0	-4	-1	·
CCc1nc2ccccc2c(=O)n1/N=C/c1ccc(Cl)cc1	·	-11	-5	0.3	·	-2	-3	10

Sorted by value in S100A4 MyoIIA (falling): some entries from above
SMILES | LGR2 antag | ERAP1 HTS inh | SIRT5 block | S100A4 MyoIIA | PGC1a acetyl inh
COc1ccc(-c2nc(CS(=O)(=O)CC(=O)Nc3ccc(Cl)cc3)c(C)o2)cc1 | -37 | 4 | 2 | 4 | -7
CC(=O)Nc1ccc(NC(=O)C(C)Sc2nc3nc(C)cc(C)n3n2)cc1 (configuration not stated) | -14 | -1 | -1 | -1 | ·
Cc1ccc(C)c(S(=O)(=O)N2CCN(C(=O)Cc3ccc(S(=O)(=O)N4CCOCC4)s3)CC2)c1 | -7 | 4 | 2 | -3 | 2

Back to the main list; the three compounds before the break are reprinted first.
SMILES	Statin myotox sup	LGR2 antag	ERAP1 HTS inh	Xi reactivation	Cneo AK release	SIRT5 block	S100A4 MyoIIA	PGC1a acetyl inh
O=C(NCC(c1ccco1)N1CCN(c2ccccc2F)CC1)c1cccs1 (configuration not stated)	27	29	-2	0.0	-1	-2	-3	·
O=C(N/N=C/c1cccnc1)c1cc(-c2ccc(Cl)cc2)nc2ccccc12	-13	-13	·	0.0	0	-4	-1	·
CCc1nc2ccccc2c(=O)n1/N=C/c1ccc(Cl)cc1	·	-11	-5	0.3	·	-2	-3	10
COc1ccccc1CC(=O)NNS(=O)(=O)c1ccc([N+](=O)[O-])cc1	-10	-2	·	0.2	4	25*	1	11
CC1(NC(=O)/C=C/c2nc3ccccc3s2)CCS(=O)(=O)C1 (configuration not stated)	-3	-30	-1	0.1	0	12	-2	4
CC1=C(C(=O)N2CCOCC2)CC(CC(=O)NC2CCCCC2)C(=O)N1CCCN1CCCC1=O (configuration not stated)	-6	11	·	0.0	2	-1	-2	3
c1ccc(-c2ccncn2)cc1	-4	8	-4	0.2	9	3	-15	7
CC(=O)Nc1ccc(NC(=O)CC23CC4CC(CC(C4)C2)C3)cc1	-8	-10	-1	0.2	·	1	-1	·
COC(=O)C1CCN(C(=O)COc2ccc(N(C)S(=O)(=O)c3ccc(C)cc3)cc2)CC1	1	1	1	0.1	1	0	-2	-10
C[C@H](CO)N1C[C@H](C)[C@@H](CN(C)CC2CCCCC2)OCCCC[C@H](C)Oc2ccc(NC(=O)Nc3cccc4ccccc34)cc2C1=O	·	0	-1	-1.1	0	-1	-11	2
CCN(CC)C(=O)Cc1cc(C(=O)O)c2ccccc2n1	7	1	·	·	-1	·	·	0
C[C@@H]1CN([C@H](C)CO)C(=O)c2cc(-c3ccncc3)cnc2O[C@H]1CN(C)Cc1ccc(F)cc1	2	-7	-2	-1.1	0	3	1	-4
O=C(NO)c1ccc(OC(F)F)cc1	·	-22	-1	0.0	·	-2	2	·
O=C(Nc1ccc2c(c1)OCO2)c1cc(-c2cccc(O)c2)on1	-4	-65	-2	0.0	-1	-3	-2	·
COc1ccc(C(=O)CSc2nnc3n2CCCN3C(=O)Nc2ccccc2)cc1	·	18	-2	0.1	-2	-5	-7	2
COc1ccc(C#Cc2ccc3c(c2)O[C@H](CN(C)C)[C@@H](C)CN([C@H](C)CO)S3(=O)=O)cc1	·	4	-4	-1.0	2	-5	-4	-27
COCC(=O)Nc1ccc2c(c1)C(=O)N(C)C[C@H](OC)[C@H](C)CN(C(=O)c1ccccc1F)[C@H](C)CO2	-10	-6	2	0.3	-3	0	-7	-11
Cc1ccsc1C1C(C#N)=C(N)OC2=C1C(=O)CC(C)(C)C2 (configuration not stated)	3	3	-2	0.5	-3	2	-6	2
CCOc1cc(NC(=S)NCCc2ccccc2)c(OCC)cc1NC(C)=O	·	4	-7	0.0	·	-2	4	0
C/C=C/c1cccc(-c2nc(C(=O)NC3CCC3)cc3c2[C@H](CCO)N(S(=O)C(C)(C)C)C3)c1 (some centres not stated)	1	8	-5	0.1	9	-2	-14	8
Brc1ccc(-n2cc(-c3ccccc3)c3c(NN4CCOCC4)ncnc32)cc1	·	6	3	0.0	2	·	-2	1
COc1ccc2oc(C(=O)NCCC(C)C)c(C)c2c1	-4	-41	-4	-0.1	1	0	-4	-2
CN(Cc1cccc([N+](=O)[O-])c1)Cc1cccc2ccccc12	-2	1	0	0.0	-11	-1	-5	-5
Cc1cc(C(=O)NC2CCN(Cc3ccccc3)CC2)n[nH]1	3	-10	-4	0.7	-6	-1	-1	4
Cc1cc(C)c2c(c1)-c1c(ssc1=S)C(C)(C)N2C(=O)CN1C(=O)c2ccccc2C1=O	6	8	·	-0.1	-3	·	·	7
Cc1ccc(-c2nnn(CC(=O)N(c3ccccc3)C(C(=O)NC3CCCC3)c3ccco3)n2)o1 (configuration not stated)	4	3	·	·	2	·	·	-4
Cc1n[nH]c(=O)nc1N1CCN(c2ccccc2)CC1	-7	6	·	·	1	·	·	1
O=C(CSc1cccc[n+]1[O-])NC(=O)c1ccc(OC(F)F)cc1	·	-14	7	0.2	·	-3	-5	·
CC(C)Nc1nc2c(c(=O)n(C)c(=O)n2C)n1C	-7	1	·	0.0	-3	0	-3	4
C[C@H]1CN([C@@H](C)CO)C(=O)c2cccc(NC(=O)NC3CCCCC3)c2O[C@@H]1CN(C)C(=O)Nc1ccc(F)cc1	-8	13	1	0.0	11	-8	-2	-3
Oc1ccccc1N1CCN(C(=S)Nc2ccc(SC(F)F)cc2)CC1	·	25	-1	0.1	·	-4	-2	·
Cc1cc(C)cc(NC(=O)Nc2cc(S(=O)(=O)N(C)C)ccc2C)c1	·	0	-5	0.0	-1	3	-5	3
O=C(COC(=O)c1ccccc1NCCO)NCC1CCCCC1	9	-28	-20	0.1	0	-17	-1	-2
C/C(=C\c1ccccc1F)C(=O)c1c(C)cc(C)[nH]c1=O	9	9	2	0.0	1	-3	0	8
CCOC(=O)C1CCC(C(=O)OCC)N1c1ccc(C=O)cc1 (configuration not stated)	·	4	1	0.0	1	0	4	·
O=C(COC(=O)/C=C/c1cccs1)Nc1cccc(S(=O)(=O)N2CCOCC2)c1	0	6	1	-0.2	-2	-8	-4	0
O=C(N/N=C/c1cc2c(cc1[N+](=O)[O-])OCO2)c1ccc2c(c1)OCO2	5	-2	-2	0.1	·	0	1	-1
Cc1ccc(N=C2NC(=O)/C(=C/c3cccnc3)S2)c(C)c1	·	0	1	0.0	·	2	1	·
CC(C)C[C@H]1CNC(=O)C(=O)N1C[C@@H]1CCCN1C[C@H](Cc1ccccc1)N1C[C@H](Cc2ccccc2)N(CCc2ccccc2)C(=O)C1=O	·	-6	-9	0.0	·	-3	-40	·
N=C1C(c2ccccc2)=C(O)CN1NC(=O)c1ccccc1	·	26	3	-0.1	·	-4	5	·
CC1(C)OC(=O)N(CCC(=O)Nc2cccc(F)c2)C1(C)O (configuration not stated)	-6	-13	3	-0.1	-1	-8	2	2
C[C@H](CO)N1C[C@H](C)[C@H](CN(C)C(=O)C2CCCCC2)Oc2cc(C#CC3CC3)ccc2S1(=O)=O	15	12	·	-0.1	·	·	·	-17
Cc1ccc(-c2ccc([C@@H]3[C@H]4CN(S(=O)(=O)c5cccc(C)c5)CCCCN4[C@H]3CO)cc2)cc1	·	·	3	·	1	18*	12	1
O=C(O)CCCCCCCCCC[n+]1ccccc1	0	8	-10	0.1	-1	-1	5	-7
CO[C@@H]1CN(C)C(=O)c2cc(NC(=O)c3cccc(Oc4ccccc4)c3)ccc2OC[C@H](C)NC[C@@H]1C	-32	-1	·	0.5	·	·	·	6
COCCn1c(SC(C)C(=O)NC2CCCCC2C)nc2ccccc2c1=O (configuration not stated)	7	-1	0	0.5	2	-2	-2	·
C=C(C)Cn1c(=O)c2c(nc3n2CCCN3Cc2ccccc2)n(C)c1=O	-4	·	2	0.0	-2	0	5	-3
CC1(C(=O)O)COC(c2ccc(Cl)cc2)OC1 (configuration not stated)	·	9	1	-0.2	-1	-8	-4	5
C[C@H](CO)N1C[C@H](C)[C@@H](CN(C)C(=O)c2ccccc2)OCc2ccccc2-c2ccccc2C1=O	-18	-17	-1	0.2	-3	-2	2	7
